Bioassay records (PubChem)
IkB sig inh = suppresses IkB signaling in ABC-DLBCL reporter cells; ABC-DLBCL IkBa-CBG/CBR dual luciferase ratio, 4 h; response scale: scaled: untreated 0%, proteasome inhibitor 100%; Potency, µM (top dose mostly 57.1 µM), without a hit: at the top dose IkBa stabilization activation; 110,000 tested, 0.04% active; active means well fitted curve in the direction sought with a large enough effect in the signal ratio, not every such curve was filed as active; inconclusive means small, poorly fitted or top-dose-only effect, or a change in a side signal; the % refers to the signal ratio;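 further: the direction sought is a rising ratio; 0% = basal untreated cells and 100% = reference inhibitor full response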
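Luminescence ratio of IκBα-fused green versus native red beetle luciferase in OCI-Ly3 cells, 4 h post-doxycycline with compound; red signal alone, scaled from basal (0%) to zero light (-100%), flagged nonspecific or cytotoxic effects.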
Imprint erasure = induces erasure of genomic imprints in mouse ES cells; AID 1948; mouse ES Peg3-LacZ reporter, beta-gal luminescence, 40 h; Potency, µM (series often up to 60.7 µM), for the others: top-dose activity change, positive = activation, usual class: activators; 110,000 tested, 0.02% active;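 further: 0% = negative control wells on the plate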
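Readout: BetaGlo luminescence (5 min, room temp) for LacZ from the normally silent maternal Peg3 allele in female Peg3LacZ-Neo ES cells. Cells 300/well, 40 h, 37C, 5% CO2. Data normalized per plate to negative controls.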
p53ts 39C tox = kills p53ts cells at the nonpermissive temperature; H1299-p53A138V viability at 39C, ATP luminescence, 24 h; Potency, µM (highest dose often 46.1 µM), for the others: top-dose activity change, negative = cell killing, most hits filed as cytotoxic; 130,000 tested, 1.5% active; AID 902; further: nearly all actives have a fitted effect of over 55% in size
p53ts 32C tox = kills p53ts cells at the permissive temperature. AID 924. H1299-p53A138V at 32C, ATP luminescence viability, 24 h. 130,000 tested, 0.93% active. Potency, µM (series often up to 46.1 µM), without a hit: at the top dose activity change, negative = cytotoxicity, actives largely listed as cytotoxic;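 further: 0% = DMSO and -100% = full killing by reference compound; nearly all actives have a fitted effect of over 55% in size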
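ATP-content luminescence (ATPlite) read-out after 24 h compound exposure at 32C in H1299-p53A138V cells (600/well). Tested up to 46 uM. Normalized to DMSO (0%) and 100 uM tamoxifen (100% killing); Hill-fit AC50.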
An asterisk follows results filed as active; ? = inconclusive; . = not tested or not shown; [ ] = dose if it differs, or a comment. Unless noted, the call rests on the fitted dose curve; in most records, active means well fitted curve in the direction sought with a large enough effect; inconclusive means small, poorly fitted or top-dose-only effect, or another doubt; inactive means no such curve, though single readings can be large; an effect the other way counts as inactive or inconclusive. Unless noted, on the % scale 0 is the no-effect control and ±100 the full control effect; potency means the concentration at half of the fitted maximal effect.

Screens by letter: A = IkB sig inh; B = Imprint erasure; C = p53ts 39C tox; D = p53ts 32C tox
> C/C(=N\NC(=O)CN1CCN(Cc2ccc(C)cc2)CC1)c1ccncc1
  A: . | B: . | C: ? | D: -11%
> c1ccc(Cn2nnc3c(NCCN4CCOCC4)ncnc32)cc1
  A: -0.2% | B: -3% | C: 2% | D: -6%
> COc1cccc(NC(=O)Cn2c(=O)n(Cc3ccccc3)c(=O)c3ccccc32)c1
  A: 0.6% | B: -8%[10.9 µM] | C: 23% | D: 2%
> Oc1cccc(/C=N/c2c(-c3ccco3)nc3ccccn23)c1
  A: . | B: . | C: 13µM* | D: ?
> CN1CCC(N(C)C(=S)NC(=O)C23CC4CC(CC(C4)C2)C3)CC1
  A: . | B: . | C: -22% | D: -8%
> CC1(C)C2CCC13CS(=O)(=O)N[C@@H]3C2 (stereo partly drawn)
  A: 0.1% | B: 12% | C: 9% | D: -9%
> CCN(CC)C(=O)Cn1ncc2c([nH]c3ccc(C)cc32)c1=O
  A: -1.1% | B: 8%[10.9 µM] | C: 11% | D: 1%
> O=S(=O)(c1cccc2cccnc12)N(CCO)CCO
  A: -1.0% | B: 0% | C: 7% | D: -4%
> Cc1ccc(S(=O)(=O)N2CCCC(C(=O)NC3=NCCS3)C2)cc1 (stereo not drawn)
  A: 3.1% | B: 1% | C: -1% | D: 3%
> COc1ccc(-n2ccnc(NCCc3ccc(Cl)cc3)c2=O)cc1OC
  A: ? | B: -8%[10.9 µM] | C: 3% | D: 0%
> O=C(CSc1nc2cc(Cl)ccc2o1)N1CCOCC1
  A: -2.1% | B: 19% | C: 3% | D: -2%
> CCOCCOC(=O)C1=C(C)N(C)C(=O)NC1c1cc(Cl)c(O)c(OC)c1 (stereo not drawn)
  A: 2.7% | B: -4% | C: 1% | D: -7%
> CCOC(=O)c1ccc(NC(=O)CSc2nnc(-c3cccs3)n2CC)cc1
  A: 0.8% | B: -20% | C: -5% | D: 0%
> Cc1ccc(NC(=O)CSc2nc3ccccc3n2CC(=O)N2CCC(C)CC2)cc1C
  A: 2.3% | B: -8%[10.9 µM] | C: -25% | D: 5%
> CC1(C)CC(=O)c2cc(C(=O)NCc3ccco3)c(=O)n(-c3ccccc3)c2C1
  A: 1.0% | B: -6% | C: 4% | D: -1%
> COc1ccc(NC(=S)N/C(=N/CS(=O)(=O)c2ccccc2)c2ccccc2)cc1
  A: . | B: . | C: -4% | D: 2%
> CCn1c(SCC(=O)NCc2ccco2)nc2c1c(=O)n(C)c(=O)n2C
  A: -0.5% | B: -12% | C: 1% | D: -2%
> CCOC(=O)c1ccc(NC(=O)c2cc(=O)c3cc(CC)ccc3o2)cc1
  A: -1.4% | B: -6%[10.9 µM] | C: 26% | D: 10%
> CCCCCn1c(CCNC(=O)c2ccc(F)cc2)nc2ccccc21
  A: ? | B: -4%[10.9 µM] | C: ? | D: -2%
> CC(C)Cc1nn2c(=O)cc(COC(=O)c3ccc4c(c3)OCO4)nc2s1
  A: -0.7% | B: -4%[10.9 µM] | C: 1% | D: 3%
> COCCCNC(=O)Cn1c(=O)n(CCCC(=O)NCc2ccc(C)cc2)c(=O)c2ccccc21
  A: -0.4% | B: -14%[10.9 µM] | C: -24% | D: 13%
> O=C(Cn1ccc2ccccc2c1=O)NCCC(=O)N1CCN(C(=O)c2ccco2)CC1
  A: -0.5% | B: 4% | C: 6% | D: 1%
> COc1ccc(CC(=O)NCc2nc3cccnc3n2Cc2ccc(C)cc2)cc1OC
  A: -1.5% | B: -7%[10.9 µM] | C: -22% | D: 4%
> CCOc1cc(C2C(C(=O)c3ccc(C)o3)=C(O)C(=O)N2CCc2ccccc2)ccc1O (stereo not drawn)
  A: -1.1% | B: -5% | C: -11% | D: 9%
> COc1ccccc1Nc1nn2c(=O)c3ccc(C(=O)N4CCC(C)CC4)cc3nc2s1
  A: 18% | B: -5%[10.9 µM] | C: 1% | D: ?

Profiles from above:
CC1(C)CC(=O)c2cc(C(=O)NCc3ccco3)c(=O)n(-c3ccccc3)c2C1 is entered as IkB sig inh: 1.0%; Imprint erasure: -6%; p53ts 39C tox: 4%; p53ts 32C tox: -1%
COc1ccccc1Nc1nn2c(=O)c3ccc(C(=O)N4CCC(C)CC4)cc3nc2s1 is entered as IkB sig inh: 18%; Imprint erasure: -5%[10.9 µM]; p53ts 39C tox: 1%; p53ts 32C tox: ?

New compounds follow:
Screens by letter: A = IkB sig inh; B = Imprint erasure; C = p53ts 39C tox; D = p53ts 32C tox
> NC(=O)c1ccccc1NS(=O)(=O)Cc1ccc(Cl)cc1
  A: 7.3% | B: -11% | C: 1% | D: -8%
> CC(C)c1ccc(NC(=O)c2cn(C3CCCCC3)c(=O)c3c2c2ccccc2n3C)cc1
  A: -1.3% | B: -11%[10.9 µM] | C: 3% | D: 12%
> CCC1CCCCN1S(=O)(=O)c1ccc2c(c1)CCN2C(=O)C1CCC1 (stereo not drawn)
  A: ? | B: -19% | C: -3% | D: 3%
> CN(C)C(=O)N1CCN(C(=O)c2ccco2)CC1
  A: -0.8% | B: -4% | C: 2% | D: -15%
> O=C(Nc1ccc(SC(F)F)cc1)c1ccc2nccnc2c1
  A: ? | B: -21% | C: -14% | D: -19%
> O=C(CCc1nc2ccccc2[nH]1)Nc1ccc2c(c1)OCCO2
  A: -0.1% | B: -11% | C: -11% | D: -8%
> CCOc1ccc(CCNC(=O)CN(C)S(=O)(=O)c2cccc3nsnc23)cc1OCC
  A: -0.2% | B: -14% | C: -9% | D: -8%
> Cc1cc(C)n2nc(CNS(=O)(=O)c3cccc(Cl)c3)nc2n1
  A: 2.1% | B: -12%[10.9 µM] | C: -3% | D: 4%
> Cc1ccc(CNC(=O)C2CCN(S(=O)(=O)c3ccc4nc5c(c(C(=O)O)c4c3)CC(C)CC5)CC2)cc1 (stereo not drawn)
  A: 2.2% | B: ? | C: -25% | D: 0%
> COCCOC(=O)c1c(C)oc2ccc(O)c(CN3CCC(C)CC3)c12
  A: -1.7% | B: -9% | C: -19% | D: -13%
> Cc1ccccc1OCC(O)Cn1c(SC(C)C)nc2c1c(=O)[nH]c(=O)n2C (stereo not drawn)
  A: 3.8% | B: -5% | C: -5% | D: -2%
> CCCCC1CC1C(=O)Nc1ncc2c(n1)CC(C)(C)CC2=O (stereo not drawn)
  A: 1.9% | B: -7% | C: 10% | D: 15%
> CN(C)[C@@H]1CCC[C@@H]1OC(=O)C(c1ccccc1)c1ccccc1
  A: . | B: . | C: 18% | D: 25%
> CCn1cc(C(=O)NCC(=O)OC)c2cc(OC)c(OC)cc2c1=O
  A: -0.6% | B: 3% | C: -10% | D: -21%
> CCOc1ccc(S(=O)(=O)N2CCN(Cc3nc4ccc(C)cc4o3)CC2)cc1
  A: 1.4% | B: -11%[10.9 µM] | C: -1% | D: 1%
> Cc1ccc(C(=O)CC2(O)C(=O)N(Cc3ccccc3F)c3ccccc32)cc1 (stereo not drawn)
  A: ? | B: -7%[10.9 µM] | C: -23% | D: -9%
> O=C1c2cccnc2C(=O)N1c1cccc(-c2nc3ccccc3o2)c1
  A: -0.1% | B: . | C: ? | D: ?
> CC(=O)c1ccc(S(=O)(=O)Nc2ccc(-c3ccc(N4CCCCCC4)nn3)cc2)cc1
  A: 1.3% | B: 21%[10.9 µM] | C: ? | D: ?
> Cc1noc(C)c1CSCC(=O)OCC(=O)Nc1sccc1C#N
  A: 0.4% | B: 0% | C: 7% | D: 0%
> O=C(CS(=O)(=O)c1ccccc1)c1ccc2c(c1)OCCO2
  A: 5.7% | B: -4% | C: -12% | D: ?
> Cc1cccc(C(=O)Nc2ccc(O)cc2)c1
  A: 0.3% | B: -62%[inhibitor] | C: ? | D: -23%
> COc1ccc(Nc2nc(N3CCCC3)nc3ccccc23)c(OC)c1
  A: ? | B: -24% | C: -19% | D: -15%
> CCN(CC)C(=O)C1CCCN(Cc2ccccc2C(F)(F)F)C1 (stereo not drawn)
  A: 1.3% | B: -14% | C: 14% | D: -2%
> CC(C)c1ccc(NC(=O)CCNS(=O)(=O)c2ccc3c(c2)CCCC(=O)N3)cc1
  A: -3.5% | B: -6%[10.9 µM] | C: 5% | D: -12%
> Cc1nc2cc(-c3cccc(Cl)c3)nn2c(N2CCN(C(=O)c3ccco3)CC2)c1C
  A: -0.3% | B: -2% | C: 6% | D: 7%
> CC(=O)c1ccc(NC(=O)CSc2cn(CC(=O)N3CCCCC3)c3ccccc23)cc1
  A: 0.9% | B: -13%[10.9 µM] | C: 4% | D: 8%
> Nc1ccc(S(=O)(=O)Nc2ccnn2-c2ccccc2)cc1
  A: 0.7%[25.6 µM] | B: 10% | C: -9% | D: 3%
> Cc1nn(CCC(=O)NNC(=S)Nc2ccc(F)cc2)c(C)c1[N+](=O)[O-]
  A: . | B: . | C: 4% | D: -25%
> COC(=O)c1cccc(C23CC4(C2)[C@H](CN(Cc2ccc(C(F)(F)F)cc2)[C@@H]4c2ccccc2)C3c2ccc(C(F)(F)F)cc2)c1 (stereo partly drawn)
  A: . | B: -15% | C: -4% | D: -4%
> CCN(CC)S(=O)(=O)c1ccc(C(=O)NCC(c2cccs2)N2CCOCC2)cc1 (stereo not drawn)
  A: 0.1% | B: -9% | C: -8% | D: 3%
> O=C(NCc1ccc2c(c1)OCO2)c1cc2ncc(Br)cn2n1
  A: -0.1% | B: 25% | C: 14% | D: -2%
> CCOC(=O)c1[nH]c(C)c(CN(CCc2ccccc2)C(=O)CCC(=O)O)c1C
  A: 2.5% | B: -10% | C: 4% | D: 5%
> Cc1nc(N2CCOCC2)c2nc(-c3ccccc3)n(CCN(C)C)c2n1
  A: . | B: 0% | C: 0% | D: -6%
> CC(C)c1ccc(/C=C(\C#N)c2nc(-c3cc4ccccc4oc3=O)cs2)cc1
  A: -4.7% | B: 15%[10.9 µM] | C: 18% | D: -4%
> CC1(C)C2CCC1(CS(=O)(=O)NCc1ccc(C(=O)O)cc1)C(=O)C2 (stereo not drawn)
  A: 1.7% | B: 6% | C: 10% | D: -6%
> CCCn1c(SCC(=O)Nc2nnc(C(C)C)s2)nc2c1c(=O)n(C)c(=O)n2C
  A: -0.2% | B: 3% | C: 9% | D: 7%
> CC/C=C/C#N
  A: -0.3% | B: 1% | C: -2% | D: 15%[1.84 µM]
> CCN(CC)CCCN1C(=O)C(O)=C(C(=O)c2ccc(C)o2)C1c1ccco1 (stereo not drawn)
  A: -2.2% | B: 7% | C: 10% | D: -7%
> O=C(O)C1CC(=O)N(CCOc2ccccc2)C1 (stereo not drawn)
  A: -0.9% | B: 7% | C: -2% | D: -8%
> COC(=O)CN(c1ccc(C(C)C)cc1)S(=O)(=O)c1c(C)[nH]c(=O)[nH]c1=O
  A: -1.2% | B: 2% | C: -1% | D: 8%
> Cc1ccc(Cn2c(CN3CCN(c4cccc(Cl)c4)CC3)nc3c2c(=O)n(C)c(=O)n3C)cc1
  A: ? | B: -6%[10.9 µM] | C: -13% | D: 8%
> CCC(C)C(NC(=O)c1ccccc1NC(=O)c1ccco1)C(=O)NC1CCCCC1 (stereo not drawn)
  A: -0.7% | B: -31%[inhibitor] | C: -8% | D: 5%
> COCCn1c(=S)[nH]c2cc(C(=O)NCC3CCCO3)ccc2c1=O (stereo not drawn)
  A: -0.2% | B: -7% | C: -9% | D: 3%
> Cc1ccccc1N1CCN(S(=O)(=O)c2nnc(NC(=O)c3ccc(Cl)cc3)s2)CC1
  A: ? | B: -10%[10.9 µM] | C: 26% | D: 12%
> CC(=O)Nc1sc2c(c1C(N)=O)CCC2
  A: . | B: . | C: 11% | D: 7%
> C=CCn1c(Cc2ccc(OC)cc2)nnc1SCc1nc2ccccc2c(=O)[nH]1
  A: 2.2% | B: -13% | C: 12% | D: 5%
> CCOCCCNC(=O)C(c1ccc(Cl)cc1)N(Cc1cccs1)C(=O)c1ccc(NC(C)=O)cc1 (stereo not drawn)
  A: ? | B: -11%[10.9 µM] | C: -28% | D: -6%
> COCCNC(=O)c1cn(C)c2ccc(S(=O)(=O)N(C)C3CCCCC3)cc2c1=O
  A: 0.1% | B: -4% | C: -26% | D: ?

A different layout for two compounds above:
> CC(C)c1ccc(/C=C(\C#N)c2nc(-c3cc4ccccc4oc3=O)cs2)cc1
  IkB sig inh: -4.7%
  Imprint erasure: 15%[10.9 µM]
  p53ts 39C tox: 18%
  p53ts 32C tox: -4%
> CC1(C)C2CCC1(CS(=O)(=O)NCc1ccc(C(=O)O)cc1)C(=O)C2 (stereo not drawn)
  IkB sig inh: 1.7%
  Imprint erasure: 6%
  p53ts 39C tox: 10%
  p53ts 32C tox: -6%

Rows were taken by chance. Share with any hit: about 1.7%.
